# Compound activity deposited in PubChem BioAssay by National Center for Advancing Translational Sciences (NCATS).
# RGS12 GoLoco inh: blocks human Gai1 binding to RGS12 GoLoco peptide, red readout; P63096; Potency, µM (series often up to 61.6 µM), inactives show top-dose activity, negative = inhibition, usual class: inhibitors; Gai1:RGS12 GoLoco peptide FP, rhodamine, 10 min; AID 880; actives 0.44% (n = 230,000); active = well fitted inhibition curve with a large enough effect, not every such curve was filed as active; inactive = no such curve, though single readings can be large or run the other way; note: % is set by controls: 0 for no effect and ±100 for the full control effect; nearly all actives have a fitted effect of over 30% in size; many of its hits are not listed in these tables
# Target sequence (P63096 whole entry, looked up): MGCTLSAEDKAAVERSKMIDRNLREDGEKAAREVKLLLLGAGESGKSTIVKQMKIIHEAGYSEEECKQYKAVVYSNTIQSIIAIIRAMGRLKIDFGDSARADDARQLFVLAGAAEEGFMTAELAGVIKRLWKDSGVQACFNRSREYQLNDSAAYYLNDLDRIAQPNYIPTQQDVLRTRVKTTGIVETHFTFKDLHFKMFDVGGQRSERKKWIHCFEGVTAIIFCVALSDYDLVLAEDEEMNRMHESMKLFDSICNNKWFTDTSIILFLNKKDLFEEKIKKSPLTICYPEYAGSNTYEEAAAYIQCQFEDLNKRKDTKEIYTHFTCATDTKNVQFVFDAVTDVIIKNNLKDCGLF
# GAA inhib: inhibitors of human lysosomal alpha-glucosidase; purified human GAA, 4-MU-alpha-glucoside fluorescence; Potency, µM (highest dose often 76.9 µM), without a hit: top-dose activity change, negative = inhibition, actives largely listed as inhibitors; actives 0.005% (n = 200,000); AID 1466;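 note: plate controls were uninhibited enzyme wells for no effect and no-enzyme background for full effect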
#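 qHTS format, compound range up to 77 uM. Human lysosomal enzyme at 4 nM, 400 uM 4-MU glucoside substrate, pH 5.0, 20 min room temperature; fluorescence after alkaline stop gives activity normalized to controls.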
# ALDH1A1 inh: inhibitors of human aldehyde dehydrogenase 1A1. AID 1030. actives 7.3% (n = 220,000). Potency, µM (highest dose often 75.3 µM), without a hit: top-dose activity, negative = inhibition, usual class: inhibitors. P00352. Purified ALDH1A1, NADH fluorescence, propionaldehyde substrate; active = well fitted inhibition curve with a large enough effect, not every such curve was filed as active; inconclusive = small, poorly fitted or top-dose-only effect, or another doubt; inactive = no such curve, though single readings can be large or run the other way;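 note: plate controls were no enzyme wells and a reference inhibitor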
# SMN2 splice enh: enhancers of SMN2 splice variant expression. HEK293 SMN2-luciferase splicing reporter, luminescence, 30-36 h. Potency, µM (doses to about 46.1 µM), without a hit: at the highest dose activity change, positive = activation, hits mostly activators. actives 2.8% (n = 210,000). AID 1458; note: % of control where 0% means no effect; nearly all actives have a fitted effect of over 55% in size
#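 qHTS luciferase splicing reporter: luminescence rises when SMN2 exon 7 is included in transfected HEK293 cells. Compound exposure lasted 30-36 h at 37C, with 4.5 mM final sodium butyrate as control, followed by a ONE-Glo read.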
# GLA spleen mod: inhibits or activates alpha-galactosidase in human spleen homogenate | Potency, µM (highest dose often 80 µM), without a hit: at the highest dose activity change, negative = inhibition, most hits filed as inhibitors | P06280 | AID 2107 | human spleen homogenate, 4MU-alpha-Gal fluorescence, 40 min | actives 0.008% (n = 240,000);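 note: 0% = enzyme with vehicle and -100% = no enzyme basal signal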
# Target sequence (P06280 32-429 limits assumed): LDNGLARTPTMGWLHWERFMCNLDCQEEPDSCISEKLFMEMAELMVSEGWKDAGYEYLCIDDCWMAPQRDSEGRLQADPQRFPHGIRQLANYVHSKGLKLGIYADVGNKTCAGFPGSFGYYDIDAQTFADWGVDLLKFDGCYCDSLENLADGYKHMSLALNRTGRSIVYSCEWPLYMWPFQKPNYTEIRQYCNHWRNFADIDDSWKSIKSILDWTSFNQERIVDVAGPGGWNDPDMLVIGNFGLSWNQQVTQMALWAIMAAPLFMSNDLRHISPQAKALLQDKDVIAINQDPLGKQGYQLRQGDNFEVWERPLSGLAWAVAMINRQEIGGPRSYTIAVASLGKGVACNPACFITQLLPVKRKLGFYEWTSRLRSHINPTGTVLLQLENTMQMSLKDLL
#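 Spleen homogenate 1 ug + cpd (titration) + 4-MU-alpha-D-galactopyranoside 1 mM; 37C 40 min; 50 mM citrate/phosphate pH 5.0, 0.01% Tween-20; stop pH 10; fluorescence 365/440; AC50 via Hill.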
# GAA glycogen mod: GAA glycogen-cleavage inhibition or activation. actives 0.38% (n = 300,000). P10253. recombinant GAA, glycogen substrate, Amplex Red glucose oxidase fluorescence. Potency, µM (titrated, usually from 76.4 µM), for the others: top-dose activity change, negative = inhibition, usual class: inhibitors. AID 2100;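 note: 0% = full enzyme reaction and -100% = no-enzyme basal signal; the screen sought inhibitors and activators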
#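 Recombinant human alpha-glucosidase (4 nM final) hydrolysed bovine liver glycogen (30 ug) for 40 min at 37 C in pH 5.0 citrate/phosphate with 0.01% Tween-20. Released glucose detected by glucose oxidase/Amplex Red, Ex 573/Em 610 nm. Compounds up to 77 uM; AC50 from Hill fits.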
# GAA spleen mod: inhibitors or activators of human alpha-glucosidase in spleen homogenate. P10253. human spleen homogenate, 4-MU-alpha-glucoside fluorescence. actives 0.006% (n = 240,000). Potency, µM (top dose mostly 79.9 µM), without a hit: at the highest dose activity change, negative = inhibition, actives largely listed as inhibitors;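 note: 0% = enzyme with vehicle and -100% = no enzyme basal signal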
#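 Human spleen homogenate (1 ug) incubated with compounds and 1 mM 4-methylumbelliferyl-alpha-D-glucopyranoside in pH 5.0 citrate/phosphate buffer, 37 C, 40 min. Stopped at pH 10; 4-MU fluorescence (Ex 365/Em 440 nm); AC50 by Hill fit.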
# JMJD2E inh: blocks human JMJD2E demethylase activity; JMJD2E catalytic domain, FDH-coupled NADH fluorescence (FDH is formaldehyde dehydrogenase); AID 2147; actives 1.6% (n = 230,000); Potency, µM (titrated, usually from 57.1 µM), for the others: at the highest dose activity change, negative = inhibition, most hits filed as inhibitors; B2RXH2; active = well fitted inhibition curve with a large enough effect, not every such curve was filed as active; inconclusive = small, poorly fitted or top-dose-only effect, or another doubt; inactive = no such curve, though single readings can be large or run the other way;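 note: 0% = wells with enzyme and -100% = buffer wells without enzyme; nearly all actives have a fitted effect of over 50% in size; many of its hits are not listed in these tables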
# Target sequence (B2RXH2 1-337 limits assumed): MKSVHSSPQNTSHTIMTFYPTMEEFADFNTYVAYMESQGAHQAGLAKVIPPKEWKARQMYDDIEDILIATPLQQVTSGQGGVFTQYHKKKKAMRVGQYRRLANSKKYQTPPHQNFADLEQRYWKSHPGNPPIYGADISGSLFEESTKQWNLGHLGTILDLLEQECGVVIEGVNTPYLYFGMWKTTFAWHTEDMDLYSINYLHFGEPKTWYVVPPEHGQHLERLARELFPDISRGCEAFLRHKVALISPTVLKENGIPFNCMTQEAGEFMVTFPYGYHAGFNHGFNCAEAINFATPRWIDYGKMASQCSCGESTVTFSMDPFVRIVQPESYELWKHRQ
# * = called active by the depositor; ? = inconclusive; / = not tested or not shown; & = joins results of further samples; [ ] = dose if it differs, or a comment. Unless noted, calls come from the whole dose curve; as a rule, active = well fitted curve in the direction sought with a large enough effect; inconclusive = small, poorly fitted or top-dose-only effect, or another doubt; inactive = no such curve, though single readings can be large; an effect the other way counts as inactive or inconclusive. Potency is the fitted concentration of half-maximal effect. This is a subset; the hit share may differ from the screen's.
item | SMILES | RGS12 GoLoco inh | GAA inhib | ALDH1A1 inh | SMN2 splice enh | GLA spleen mod | GAA glycogen mod | GAA spleen mod | JMJD2E inh
1 | CC1CCCN(C(C(=O)NC2CCCCC2)c2cc3c(cc2[N+](=O)[O-])OCO3)C1 (stereo unspecified) | 8% | 1% | 3% | ? | 5% | 2% | -3% | 3%
2 | CC1CCN(c2nncc3ccccc23)CC1 | 2% | 1% | -3% | -6% | 1% | 6% | -3% | 13%
3 | Cc1ccc(CC(NC(=O)c2ccccc2)C(=O)NC(CC(C)C)C(=O)O)cc1 (stereo unspecified) | -2% | 0% | 1% | -12% | -4% | 7% | 0% | 2%
4 | COCCNC(=O)CCCn1c(=O)c2cc(OC)c(OC)cc2n(CC(=O)Nc2ccc(F)cc2)c1=O | -9% | -2% | -7% | 6%&-1% | -7% | 5% | -5% | ?
5 | CCN(CC)S(=O)(=O)c1cccc(NC(=O)COC(=O)CCC(=O)c2cccs2)c1 | 2% | 4% | ? | 9% | -12% | 5% | -13% | 6%
6 | CCOC(=O)NC(Nc1nnc(SCC)s1)(C(F)(F)F)C(F)(F)F | -3% | -3% | 6% | -1% | -4% | -2% | -11% | -1%
7 | CCN1CC(c2ccccc2)C(c2ccc(Cl)cc2)=N1 (stereo unspecified) | 1% | -5% | ? | 3% | -3% | 8% | 1% | ?
8 | O=c1c(-c2cccs2)nc2cncnc2n1Cc1ccc(F)cc1 | 14% | / | ? | / | -8% | / | -3% | /
9 | Cc1ccc(NC(=O)C2CCCN2C(=O)Oc2ccccc2)c(C)c1 (stereo unspecified) | -13% | 7% | 15% | / | 3% | 0% | -3% | 13%
10 | Cc1ccnn1Cc1cc(C(=O)O)c2ccccc2n1 | 11% | 6% | 5% | -6% | -1% | 4% | 1% | 2%
11 | Cc1ccc(CNC(=O)C2CC(c3cccc([N+](=O)[O-])c3)=NO2)o1 (stereo unspecified) | 1% | 3% | ? | -2% | 6% | -8% | 3% | 5%
12 | Cc1ccc(N(Cc2ccc([N+](=O)[O-])cc2)C(=O)c2ccco2)cc1C | 0% | -3% | ? | -12% | 2% | -7% | 2% | 1%
13 | O=C(N/N=C/c1cc([N+](=O)[O-])ccc1O)c1ccncc1 | 10% | -2% | ? | / | -12% | -1% | -3% | 10µM*
14 | CN(CC(=O)Nc1cccnc1)S(=O)(=O)c1ccccc1 | -2% | 2% | 1% | -4% | 7% | 5% | -4% | 2%
15 | CC(=O)c1sc(NC(=O)C=C(C)C)nc1C | -10% | -10% | ? | 20µM* | 0% | -12% | -7% | -9%
16 | O=C(CCC(=O)OCC(F)(F)C(F)F)NCc1ccccc1 | 9% | 3% | 9% | 9% | -2% | -12% | 4% | 1%
17 | O=C(Cc1ccc(Br)cc1)Nc1ccc(Cl)cc1 | -2% | -21% | 6% | -16% | 2% | 4% | / | 1%
18 | COc1ccccc1C(=O)Nc1ccc(S(=O)(=O)N2CCc3ccccc32)cc1 | 1% | -5% | ? | -24% | 12% | -6% | 8% | 3%
19 | CCCCOC(=O)CSc1nnc(-c2cc(OC)c(OC)c(OC)c2)o1 | 6% | 6% | 6% | 1% | 0% | 1% | -6% | -6%
20 | Cn1c(=O)[nH]c(=O)c2c1nc(N1CCCC1)n2CCCSc1nnnn1-c1ccccc1 | 8% | 4% | 11µM* | -1% | -13% | 12% | -3% | 0%
21 | CN(C)c1ccc(/C=C/C(=O)c2ccccc2O)cc1 | 220%[activator] | -5% | -6% | / | -3% | -21% | 5% | -13%
22 | CCCNC(=O)NC(=O)COc1c(F)c(F)cc(F)c1F | 4% | -2% | 0% | 7% | -3% | 9% | -9% | 5%
23 | COCCCn1c(SCC(=O)Nc2ccc(C)cc2)nc2ccccc2c1=O | 6% | 11% | 1% | / | -5% | -2% | -1% | 3%
24 | C[C@@H]1CC=C[C@H]2[C@H]1C(=O)N(Cc1ccccc1)[C@H]2c1ccc(-c2ccc(N(C)C)cc2)cc1F | 30%[activator] | / | / | / | -5% | -1% | -11% | ?
25 | O=C(Nc1cc(F)cc(F)c1)c1ccc(NCCc2ccccc2)c([N+](=O)[O-])c1 | -14% | 0% | 2% | 6%[1.84 µM] | 4% | -16% | 2% | 1%
26 | COc1ccccc1C(=O)Oc1ccc2c(c1)O/C(=C\c1ccncc1)C2=O | 7% | 2%[15.4 µM] | ? | 12% | -8% | 8% | -7% | ?
27 | Cc1nc2c(ccc3nc(NC(=O)c4ccc(S(=O)(=O)N(C)C)cc4)sc32)s1 | 6% | -4% | -10% | 19% | 0% | -8% | 6% | -27%
28 | CCOC(=O)c1[nH]c2c(c1-c1ccc(OC)cc1)C(=O)CC(c1ccc(OC)c(OC)c1)C2 (stereo unspecified) | 11% | -8% | 28µM* | -37%[inhibitor] | 6% | -10% | 4% | ?
29 | COC(=O)c1ccc2nc(NC(=O)C(C)C)sc2c1 | 3% | 1% | -1% | 5.6µM* | -3% | -1% | -4% | -6%
30 | COc1ccc(C(=O)Nc2ccccn2)cc1 | 4% | 1% | 9% | 2% | 0% | 0% | -13% | 3%
31 | CCn1c(C)nc2cc(-c3nc4n(n3)Cc3ccccc3-4)ccc21 | 31%[activator] | 0% | ? | -65%[inhibitor] | -14% | 4% | -12% | ?
32 | COCOc1c2c(c(OCOC)c3c(OCOC)cccc13)/C(=N/N[S+](=O)([O-])c1ccc(C)cc1)C1=C2CCCC1 | -2% | / | -10% | 5% | -5% | / | -7% | -16%
33 | CCOc1ccc(C(=O)N/N=C/c2c(C)[nH]c(=O)[nH]c2=O)cc1 | 7% | / | / | / | 8% | 4% | 1% | ?
34 | O=C(O)Cc1c(C(=O)O)[nH]c2ccc(C(=O)O)cc12 | 1% | / | / | / | 0% | 4% | -3% | ?
35 | CSc1ccc(Cl)c(C(=O)OCC(=O)N2CC(C)OC(C)C2)c1 (stereo unspecified) | 5% | 0% | ? | 4% | -2% | 5% | -2% | ?
36 | CC(C)C(=O)NC(=S)Nc1ccccc1N1CCN(C(=O)c2ccccc2)CC1 | 7% | 2% | 8% | 7% | -5% | 27% | 2% | 6%
37 | O=C(NC1=NCCS1)c1ccc(Cl)c(S(=O)(=O)N2CCc3ccccc32)c1 | -1% | / | / | / | 6% | -9% | 3% | 0%
38 | CN(C)c1ccc(NC(=O)C(=O)C2C(=O)Nc3ccccc32)cc1 (stereo unspecified) | 5% | -4%[15.4 µM] | 4% | / | 10% | -9% | 8% | -19%
39 | C/C(N)=C(/C#N)C(=O)CSc1nnc(Nc2c(C)cccc2C)s1 | 19% | -10% | ? | 1% | -5% | 3% | -6% | -9%
40 | Cc1cc(N/N=C/c2ccccc2O)nc(-c2ccccc2O)n1 | 4% | 2% | -5% | -17% | -7% | 4% | -4% | 0%
41 | Cc1cc(Br)c(NC(=O)c2c(-c3c(Cl)cccc3Cl)noc2C)c(Br)c1 | 0% | 4% | 10% | / | 7% | 11% | 1% | 0%
42 | CN1/C(=C\C=C2/SC(=S)NC2=O)C(C)(C)c2ccccc21 | -49% | -7% | ? | / | 3% | -23% | -4% | 0%
43 | COC(=O)c1sccc1NC(=O)Cc1ccc(Br)cc1 | -23% | -1% | -12% | -35%[inhibitor] | 18% | -12% | -10% | 1%
44 | O/N=C\c1ccccc1Oc1ccc(F)cc1 | 12% | 5% | 22% | -17% | -3% | 15% | 0% | -3%
45 | Cc1c(NC(=O)Cc2cccs2)cccc1[N+](=O)[O-] | 67%[activator] | -1% | -13% | -21% | -3% | 12% | -9% | 12%

# An excerpt of these results, screen by screen.
[38] CN(C)c1ccc(NC(=O)C(=O)C2C(=O)Nc3ccccc32)cc1 (stereo unspecified)
[32] COCOc1c2c(c(OCOC)c3c(OCOC)cccc13)/C(=N/N[S+](=O)([O-])c1ccc(C)cc1)C1=C2CCCC1
[40] Cc1cc(N/N=C/c2ccccc2O)nc(-c2ccccc2O)n1
[44] O/N=C\c1ccccc1Oc1ccc(F)cc1
[36] CC(C)C(=O)NC(=S)Nc1ccccc1N1CCN(C(=O)c2ccccc2)CC1

Assay by compound	38	32	40	44	36
RGS12 GoLoco inh	5%	-2%	4%	12%	7%
GAA inhib	-4%[15.4 µM]	/	2%	5%	2%
ALDH1A1 inh	4%	-10%	-5%	22%	8%
SMN2 splice enh	/	5%	-17%	-17%	7%
GLA spleen mod	10%	-5%	-7%	-3%	-5%
GAA glycogen mod	-9%	/	4%	15%	27%
GAA spleen mod	8%	-7%	-4%	0%	2%
JMJD2E inh	-19%	-16%	0%	-3%	6%

# Further entries follow:
item | SMILES | RGS12 GoLoco inh | GAA inhib | ALDH1A1 inh | SMN2 splice enh | GLA spleen mod | GAA glycogen mod | GAA spleen mod | JMJD2E inh
46 | CC(C)Oc1c(N2CCOCC2)c(=O)c1=O | 0% | / | / | / | 6% | 2% | -14% | 3%
47 | Cc1cc(OCC(=O)NCCN2CCOCC2)ccc1Br | -4% | -13% | -4% | 10% | -2% | 7% | -1% | -4%
48 | O=S(=O)(Nc1nc2ccccc2nc1NCc1ccco1)c1ccccc1 | 7% | -7% | ? | 14% | 12% | 1% | -16% | ?
49 | CCOC(=O)c1c(NC(=O)c2ccc(Br)o2)sc(C)c1CC | -1% | 4% | ? | 17% | 7% | -8% | 0% | ?
50 | O=C(NCCCN1CCOCC1)c1c(F)cccc1F | 1% | -9% | 18% | -10% | 3% | -14% | 0% | 6%
51 | Cc1cccc(C)c1OCC(=O)N/N=C/C=C/c1ccco1 | 0% | -12% | 13µM* | 14% | -4% | 1% | 0% | -23%
52 | COc1cc(OC)c(C(=O)Nc2ccc(N(C)C)cc2)cc1OC | -26% | -1% | ? | -3% | 5% | -6% | 1% | -6%
53 | FC(F)(F)c1cccc(Oc2ccc3c(C(F)(F)F)cc(C(F)(F)F)nc3n2)c1 | 6% | -4% | -1% | 7% | 7% | -2% | -21% | -12%
54 | Cc1c(C(=O)Oc2cc(N)n(S(C)(=O)=O)n2)cccc1[N+](=O)[O-] | 1% | -1% | -8% | 0% | -2% | 5% | 3% | ?
55 | CS(=O)(=O)N(CCc1ccccc1)CC(=O)N1CCN(c2ccccc2)CC1 | -7% | 0% | -15% | -80%[inhibitor] | 2% | 3% | -5% | -12%
